Source: PubChem BioAssay (several laboratories)
KOR beta-arrestin-1: KOR antagonists, beta-arrestin recruitment, cell-based, luminescence, uHTS (AID 1778); Kappa-type opioid receptor (Homo sapiens); KOR beta-arrestin recruitment, luminescence, antagonist mode; higher % means a stronger effect; one-dose inhibition, % at 10 µM; IC50 in µM for titrated hits; 290,000 compounds, 0.091% hits; note: strong numbers were not always called active
HIV peptide binding: inhibitors of HIV fusion peptide binding, primary screen, biochemical, uHTS, fluorescence dequenching (AID 1986) | 290,000 compounds, 0.3% hits | inhibition, % at 20 µM; hits with a dose series show IC50 in µM | cell-free peptide binding, fluorescence dequenching, 30 min; higher % means a stronger effect; in the data active = inhibition mostly above about 52%, no sharp cut-off; inactive = mostly below about 76%; note: some results filed as inactive read as strong as hits
KOR beta-arrestin-2: KOR agonists, beta-arrestin recruitment, primary screen, cell-based, luminescence, uHTS (AID 1777) | Kappa-type opioid receptor (Homo sapiens) | KOR beta-arrestin recruitment, luminescence; higher % means a stronger effect | one-dose activation, % at 10 µM; EC50 in µM for titrated hits | 280,000 compounds, 0.02% hits; in the data active = activation above about 50%, passing the limit was not always enough; note: a part of the inactive calls stands beside numbers as strong as those of hits
NOD2 inhibition: NOD2 signaling inhibitors, cell-based, luminescence, uHTS, HEK293 (AID 1566); inhibition, % at 4 µM, or EC50 in µM where a hit was titrated; 290,000 compounds, 0.63% hits; HEK293 NOD2/NF-kB luciferase reporter, luminescence; higher % means a stronger effect; note: many of its hits are not listed in these tables
Myeloid diff 2: induction of myeloid progenitor differentiation, primary screen, cell-based, flow cytometry, MLPCN library. ER-HoxA9 myeloid progenitors, lysozyme-GFP differentiation. calls only at 10 µM. 360,000 compounds, 1% hits;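 active = normalized GFP-positive differentiation at or above the plate's own cutoff, the solvent-only control mean plus 3 SD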;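 note: cells exposed to compound for four days before flow analysis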
LYP inhibition: inhibitors of LYP phosphatase, biochemical, fluorescence intensity, uHTS (AID 1779). 290,000 compounds, 0.054% hits. Tyrosine-protein phosphatase non-receptor type 22 (Homo sapiens). one-dose inhibition, % at 11.5 µM; IC50 in µM for titrated hits. recombinant LYP phosphatase, fluorescence intensity; higher % means a stronger effect;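 note: plate controls were vehicle with enzyme for no effect and no enzyme for full effect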
Siah-1 displacement: Siah-1 peptide-binding antagonists, primary screen, biochemical, fluorescence polarization, rhodamine-plectin, uHTS (AID 1817); E3 ubiquitin-protein ligase SIAH1 (Homo sapiens); Siah-1 / rhodamine-plectin peptide fluorescence polarization; higher % means a stronger effect; one-dose displacement, % at 20 µM; IC50 in µM for titrated hits; 290,000 compounds, 0.02% hits;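 active = displacement of at least 50% at 20 µM, with a fluorescence ratio check between 0.3 and a set limit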;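 note: plate controls were Siah plus tracer with DMSO for no effect and tracer alone without Siah for full effect; strong numbers were not always called active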
PhoP inhibition: inhibitors of PhoP regulon expression, primary screen, Salmonella Typhimurium, GFP reporter (AID 1863); S. Typhimurium PhoP-regulated promoter GFP reporter, 4 h; higher % means a stronger effect; inhibition, % at 50 µM, or IC50 in µM where a hit was titrated; 300,000 compounds, 0.16% hits;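 active = inhibition over 29.93%, a cutoff 3 SD above the screen mean, later confirmed by dose response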;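 note: 0% = low Mg2+ inducing control and 100% = high Mg2+ repressing control; strong numbers were not always called active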
NOD1 inhibition: NOD1 signaling inhibitors, primary screen, cell-based, luminescence, uHTS (AID 1578). one-dose inhibition, % at 4 µM; EC50 in µM for titrated hits. 290,000 compounds, 1% hits. NOD1-driven NF-kB luciferase reporter cells, luminescence; higher % means a stronger effect; in the data active = inhibition mostly above about 36%, no sharp cut-off; inactive = mostly below about 34%;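 note: HEK-293T reporter cells stimulated with the NOD1 agonist gamma-tri-DAP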
Myeloid diff 2 GFP+ MAC1+ %: recorded beside Myeloid diff 2, whose call it bears; GFP+ MAC1+ double positive, %; measured here: differentiation confirmed by MAC1 staining
* = called active by the depositor; i = inactive; · = not tested or not shown; + = active, no number; [ ] = dose if it differs, or a comment. Cut-off read from the data, not from the text of the source, unless noted: active = inhibition above about 50%; inactive = the rest. These rows are one share of the data; the hit share may differ from the screen's.

SMILES	KOR beta-arrestin-1	HIV peptide binding	KOR beta-arrestin-2	NOD2 inhibition	Myeloid diff 2	Myeloid diff 2 GFP+ MAC1+ %	LYP inhibition	Siah-1 displacement	PhoP inhibition	NOD1 inhibition
O=C(Cn1c(NCCO)nc2ccccc21)N1CCN(Cc2ccccc2)CC1	·	-1.7%	·	10.1%	i	0.2	-4.4%	6.9%	3.5%	-19.2%
CC1CCCC(C)N1CCCNC(=O)c1ccc2c(c1)NC(=O)c1ccccc1S2 (stereo not drawn)	3.8%	1.0%	5.5%	13.8%	i	1.2	-8.6%	-0.2%	-2.6%	-15.9%
COC(=O)c1cc(Cl)c(NC(=O)c2ccco2)cc1OC	10.1%	1.5%	8.3%	3.9%	i	2.1	2.2%	3.1%	4.7%	-22.0%
CCCN(CCC)S(=O)(=O)c1ccc(C(=O)N2CCOCC2)cc1	9.8%	-2.6%	-2.8%	7.6%	i	6.5	-7.3%	0.4%	-12.0%	2.9%
O=C(COc1ccccc1)N/N=C/c1sc(=O)n(Cc2cccc(C(=O)O)c2)c1Cl	22.8%	24.8%	6.8%	-4.4%	i	0.5	4.4%	11.7%	-7.0%	-10.9%
CC(C)(C#N)N([O-])C=C[N+](=O)C(C)(C)C#N	-24.6%	-0.3%	3.0%	8.2%	i	7.6	-6.7%	0.0%	-1.3%	-13.8%
COc1ccc(Br)cc1C(=O)Nc1nnn(C)n1	-45.9%	-0.7%	·	-3.1%	i	1.2	-7.7%	-0.7%	1.6%	-8.6%
Cc1cccc(N2CCN(C(=O)C3CCC(=O)N(Cc4ccccc4F)C3)CC2)c1C (stereo not drawn)	0.6%	-1.0%	-0.6%	1.5%	i	8.8	-10.0%	-4.4%	-0.6%	-8.6%
COc1cccc(NC(=O)Cn2c(=O)n(-c3cc(OC)c(OC)c(OC)c3)c(=O)c3ccccc32)c1	-29.9%	2.5%	-0.7%	-0.4%	i	0.8	9.0%	-2.6%	0.5%	-26.8%
Cc1cccn2c(=O)c3cc(C(=O)NCCCN4CCOCC4)n(C)c3nc12	34.6%	-0.9%	-2.9%	18.9%	·	·	-4.9%	3.2%	·	-6.9%
NS(=O)(=O)c1ccc(NC(=O)COC(=O)COc2ccc3ccccc3c2)cc1	-28.7%	-2.6%	3.0%	-16.8%	i	0.3	-10.5%	-3.0%	1.3%	9.4%
CC(C)NC(=O)C1CCCN(c2nnc(-n3cccc3)s2)C1 (stereo not drawn)	13.7%	2.1%	-6.9%	5.6%	i	2.7	-0.5%	0.9%	3.0%	-13.4%
CC(=O)Oc1ccc(N2C(=O)[C@@H]3[C@H](C2=O)[C@H]2c4ccccc4C=NN2[C@@H]3C(C)=O)cc1	-10.9%	-1.5%	1.4%	11.2%	i	0.3	-10.9%	-4.6%	-3.6%	-2.2%
COc1cccc(C(=O)Nc2cc(OC)ccc2NC(=O)c2ccco2)c1	25.8%	-0.3%	-4.7%	6.2%	i	3.7	-0.5%	2.8%	-3.8%	-29.3%
CCOC(=O)c1cc(NC(=O)N(C(C)C)C2CCCCC2)c(C)nc1C	25.8%	-1.5%	-5.5%	3.6%	·	·	-4.9%	1.8%	-5.1%	-3.0%
C[C@H]1CN(C2CCCCC2)C(=O)[C@@H]1CC(=O)NCc1ccccc1	-4.9%[20 µM]	1.3%	-1.9%	-4.1%	i	1.7	-5.1%	3.9%	4.7%	-28.4%
COC(=O)C1=C(C(=O)c2ccccc2)C(c2cccs2)n2nnnc2N1 (stereo not drawn)	-7.0%	1.1%	4.7%	10.1%	i	1.3	1.2%	-0.4%	3.0%	0.1%
O=C(NCCN1CCOCC1)c1ccc2c(c1)N(Cc1ccc(F)cc1)C(=O)CS2	16.9%	-0.2%	-3.1%	11.9%	i	2.8	-4.7%	2.1%	2.9%	-15.6%
CC(C)Oc1cccc(C(=O)C2CCCN(Cc3cnn(C(C)C)c3)C2)c1 (stereo not drawn)	-33.6%[20 µM]	1.7%	·	7.3%	i	0.1	-4.7%	-0.2%	4.3%	-18.3%
Cc1cc(OC(C)C(=O)NCc2ccccn2)c2c(C)c(Cc3ccccc3)c(=O)oc2c1 (stereo not drawn)	-19.8%	13.0%	2.3%	6.0%	i	0.8	-8.0%	15.3%	0.8%	-8.1%
CCOC(=O)C1CCN(Cc2ccc(OCc3ccccc3)cc2)CC1	-18.7%[20 µM]	2.0%	-5.2%	-1.0%	i	1.0	-6.4%	4.4%	-6.0%	-11.1%
O=C(NNC(=O)c1ccc([N+](=O)[O-])cc1Cl)c1ccncc1	14.7%	1.2%	1.6%	3.4%	i	1.2	1.8%	2.2%	-8.2%	-22.1%
CCN(CC)C(=O)C(=O)N/N=C/c1cccc(Br)c1	-5.8%	-0.9%	-1.9%	29.4%	i	1.3	-6.0%	2.1%	-0.8%	21.7%
CC(=O)c1ccc(OCC(O)CN2CCc3ccccc3C2)cc1 (stereo not drawn)	22.1%	-0.6%	-2.3%	-9.5%	i	0.1	-5.5%	9.6%	11.4%	-8.5%
O=C(O)c1ccc(N/N=C/c2ccncc2)cc1	-32.5%	2.9%	-3.1%	-15.4%	i	0.6	-2.4%	-1.3%	-4.0%	-10.4%

A section of the results above:
SMILES	KOR beta-arrestin-1	HIV peptide binding	KOR beta-arrestin-2	NOD2 inhibition	Myeloid diff 2	Myeloid diff 2 GFP+ MAC1+ %	LYP inhibition	Siah-1 displacement	PhoP inhibition	NOD1 inhibition
O=C(NNC(=O)c1ccc([N+](=O)[O-])cc1Cl)c1ccncc1	14.7%	1.2%	1.6%	3.4%	i	1.2	1.8%	2.2%	-8.2%	-22.1%
CCN(CC)C(=O)C(=O)N/N=C/c1cccc(Br)c1	-5.8%	-0.9%	-1.9%	29.4%	i	1.3	-6.0%	2.1%	-0.8%	21.7%
CC(=O)c1ccc(OCC(O)CN2CCc3ccccc3C2)cc1 (stereo not drawn)	22.1%	-0.6%	-2.3%	-9.5%	i	0.1	-5.5%	9.6%	11.4%	-8.5%
O=C(O)c1ccc(N/N=C/c2ccncc2)cc1	-32.5%	2.9%	-3.1%	-15.4%	i	0.6	-2.4%	-1.3%	-4.0%	-10.4%

Carrying on.
SMILES	KOR beta-arrestin-1	HIV peptide binding	KOR beta-arrestin-2	NOD2 inhibition	Myeloid diff 2	Myeloid diff 2 GFP+ MAC1+ %	LYP inhibition	Siah-1 displacement	PhoP inhibition	NOD1 inhibition
Cc1ccnc(NC(=O)c2cc3cc(F)ccc3s2)c1	-35.8%	0.6%	4.2%	-176.6%	i	1.4	1.0%	0.0%	-0.2%	-110.9%
CCc1nnc(NS(=O)(=O)c2ccc(NC(=O)/C=C/c3ccc(OC)cc3OC)cc2)s1	7.4%	27.4%	2.6%	14.0%	i	0.9	0.0%	35.0%	-17.2%	-9.0%
Fc1ccccc1-c1nnc2c3ccccc3nc(N3CCOCC3)n12	-5.5%	-2.1%	0.8%	15.8%	i	0.6	-11.0%	2.2%	-7.1%	1.2%
CCOc1cccc(-c2c(C(=O)N/N=C(\C)c3ccncc3)nnn2-c2nonc2N)c1	-19.8%	1.0%	3.8%	26.3%	i	0.0	-6.5%	3.8%	-11.7%	-5.2%
CC(=O)Nc1cccc(OCCCNC(=O)c2ccc(C(C)(C)C)cc2)c1	13.8%	-1.3%	1.8%	1.6%	i	0.3	-5.1%	-0.4%	-4.9%	-11.1%
CCC(C)[C@H](NC(=O)OC(C)(C)C)C(=O)N/N=C/C1=Cc2ccccc2OC1 (stereo partly drawn)	9.0%	0.9%	3.5%	-7.8%	i	6.4	4.8%	1.1%	7.2%	-22.0%
CCn1cc(C2Nc3ccccc3C(=O)N2O)c(C)n1 (stereo not drawn)	13.3%	-1.8%	-4.8%	-0.9%	i	0.4	-5.5%	7.6%	17.1%	-18.2%
O=C1/C(=C/c2cccc(F)c2)SC(=S)N1NS(=O)(=O)c1ccccc1	-20.2%	21.3%	3.5%	-9.2%	i	0.1	7.3%	5.2%	·	8.9%
O=C(c1cnn2c(C(F)(F)F)cc(-c3ccccc3)nc12)N1CCCCC1c1cccnc1 (stereo not drawn)	-32.2%[20 µM]	-0.6%	-0.4%	14.0%	i	0.5	-2.2%	-1.3%	-3.4%	-37.5%
COc1ccc(NC(=O)Nc2ccccc2SC)cc1	10.1%	-0.5%	3.5%	-75.6%	i	0.0	3.4%	4.5%	-4.2%	-51.2%
Cc1cc(NS(=O)(=O)c2ccc(NC(=O)CN3C(=O)c4ccccc4C3=O)cc2)nc(C)n1	-19.5%	-1.5%	5.6%	7.4%	i	0.3	0.6%	2.3%	-3.7%	·
COc1cccc(C2C(C(C)=O)=C(O)C(=O)N2Cc2ccco2)c1 (stereo not drawn)	27.7%	2.0%	-2.4%	-11.4%	i	0.8	0.2%	2.2%	-1.8%	6.9%
C#CCSc1n[nH]c(-c2ccco2)n1	23.6%	-0.5%	-4.5%	26.1%	+	4.5*	-5.8%	-4.5%	-1.6%	5.2%
COc1cc(CNCCc2ccccc2F)ccc1OCC(=O)N1CCCCC1	20.5%	-1.6%	-2.9%	-1.6%	i	0.1	-5.1%	6.2%	9.8%	-35.3%
CCOC(=O)c1nnn2c1nc(N(CC)CC)c1ccccc12	-5.6%	-0.5%	-2.1%	12.6%	i	0.3	-5.1%	-0.6%	-11.2%	-0.7%
Cn1c(=O)c2ccccc2n(Cc2ccccc2F)c1=O	-35.7%	0.4%	15.3%	-1.2%	i	1.3	-6.7%	1.4%	3.0%	32.5%
COc1cccc(NC(=O)N2CCCC2C(=O)NC(C)C)c1 (stereo not drawn)	-4.0%	-2.2%	-0.9%	13.3%	i	0.5	-0.9%	1.6%	3.2%	-2.7%
Cc1ccc(N(CC(=O)N2CC(=O)Nc3ccccc32)S(=O)(=O)c2ccc3c(c2)OCCO3)cc1	-3.0%	-1.0%	-4.8%	2.4%	i	2.9	0.6%	7.5%	5.5%	-5.0%
CC(NC(=O)c1cc2ccccc2oc1=O)c1ccccc1 (stereo not drawn)	-4.6%	-1.5%	0.8%	-0.7%	i	0.5	-8.0%	5.8%	-3.7%	-1.9%
CNC(=S)Nc1ccc(C(N)=O)cc1	-31.3%	-0.6%	4.3%	14.3%	i	0.3	-6.5%	2.3%	-2.1%	-5.1%
N/C(=N\OC(=O)CCCOc1ccc(Cl)cc1Cl)c1ccccn1	-4.4%[20 µM]	0.3%	4.3%	-8.1%	i	0.4	-3.8%	-0.8%	-0.7%	-9.0%
O=C1/C(=C/c2cccs2)Cc2ccccc21	-0.5%	0.6%	0.2%	-5.1%	i	0.3	-2.1%	4.2%	12.4%	-21.5%
CC(OC(=O)C1=NNC(=O)CC1)C(=O)Nc1ncc(Cl)cc1Cl (stereo not drawn)	-6.4%	-0.7%	5.4%	9.0%	i	0.8	-3.5%	-4.6%	6.4%	-55.0%
CCc1nc2ccccc2c(C(=O)OCCN2C(=O)c3ccccc3C2=O)c1C	-18.8%	-0.9%	4.3%	2.1%	i	1.2	4.3%	3.4%	4.5%	·
